S3 lipid droplet: qHTS Assay for Lipid Storage Modulators in Drosophila S3 Cells | Drosophila S3 cells, BODIPY lipid droplet fluorescence, 18-24 h; cells fed with added oleic acid | lipid storage change, negative = inhibition, % at the top dose, mostly 46.1 µM; hits show Potency in µM | 320,000 compounds, 0.64% hits; active means well fitted inhibition curve with a large enough effect in the signal ratio, with a control signal flat, not every such curve was filed as active; inconclusive means small, poorly fitted or top-dose-only effect, or effect the other way, or a change in a side signal; the % refers to the signal ratio
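Drosophila S3 cells loaded with oleic acid (400 uM, as added) and compounds at several concentrations; lipid droplets imaged by 488-nm laser-scanning cytometry, 500–530 nm intensity and object ratio to cell channel. Percent activity normalized to 20 uM Triacsin C.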
S3 lipid droplet cell count max: also measured in S3 lipid droplet; calls as there; cell number change, %; measured here: cell count max response;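 cells counted by Cell Tracker Red CMTPX staining in the red channel; peak over a dose series mostly up to 46.1 µM; percent activity relative to internal control wells on each plate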
Active calls of the source: *; i = inactive; ? = inconclusive; / = not tested or not shown; [ ] = remark or other dose. On the % scale 0 is the no-effect control and ±100 the full control effect; potency means the concentration at half of the fitted maximal effect. These rows are one share of the data. The share of hits here may be higher or lower than overall.

SMILES	S3 lipid droplet	S3 lipid droplet cell count max
O=C(CN1C(=O)C2CC=CCC2C1=O)Nc1ccc(F)cc1F (stereo not given)	?	/
COc1ccc(OC)c(C(=O)CSc2nc3c(c(=O)n(C)c(=O)n3C)n2C(C)C)c1	?	/
CN1CCN(C(=O)Nc2ccc([N+](=O)[O-])cc2)CC1	?	/
CCn1ncc(NC(=S)Nc2ccc3c(c2)OCO3)c1C(N)=O	?	/
Cc1nn(Cc2noc(C(=O)NCCCn3ccnc3)n2)c(C)c1Br	?	/
Cn1cc(Cl)c(-c2n[nH]c(=S)n2-c2ccccc2)n1	?	/
CCCN(CC(=O)Nc1ccccc1C)C(=O)c1ccc(-c2ccccc2)cc1	?	/
CN(CCOc1ccc(F)cc1)Cc1ccccc1	11.2%	11.7
CCOc1ccccc1-n1c(CN2CCN(C(=O)c3ccco3)CC2)nc2ccccc2c1=O	?	/
Cc1cccc(N2CCN(C(=O)CCNS(=O)(=O)c3cccs3)CC2C)c1 (stereo not given)	6.6%	2.7
Cc1ccc2cc(C)c(Sc3nnnn3-c3ccccc3)nc2c1	?	/
Cc1ccc(NC(=O)Nc2cnc3ccccc3c2)cc1	?	/
COC(=O)C1(S(=O)(=O)c2cc(Br)cc3c2N(C(C)=O)CC3)CC1	-6.9%	-2.2
COc1ccc(C(=O)Cc2ccc3c(c2)OCO3)c(O)c1	25.7%	18.9
Nn1c(SCc2cccc(C(F)(F)F)c2)nnc1-c1ccco1	14.8%	-20.1
COc1ccc(CCn2nnnc2C(C(C)C)N2CCC(C(N)=O)CC2)cc1OC (stereo not given)	?	/
O=C1CC(c2c(F)cccc2Cl)C(n2cncn2)C(O)=C1C1NCCc2ccccc21 (stereo not given)	12.1%	-3.5
CCCCN(C(=O)CSCC(=O)Nc1ccc(OC)cc1)c1c(N)n(CCC)c(=O)[nH]c1=O	?	/
CCCc1nc(SCC(=O)N2CCC(C)CC2)c2c(=O)n(C)c(=O)n(C)c2n1	-12.5%	-9.9
Cn1c(-c2ccccc2)cnc1SCC(=O)N1CCCCC1	1.3%	3.7
CN(C)CC#CCCCCCCC#CCN(C)C	?	/
Cc1ccc(/C=N/Nc2ccc(F)cc2F)s1	5.2%	4.7
O=C(COc1ccc(S(=O)(=O)N2CCCCC2)cc1)N1CCOCC1	?	/
O=C(Cc1ccsc1)NNC(=O)c1ccc(F)cc1	?	/
CCc1ccc(N2C(=O)CN(Cc3ccc(OC)c(OC)c3)C2=S)cc1	?	/
CSCCC(NS(=O)(=O)c1cccs1)C(=O)NCc1cccs1 (stereo not given)	-30.0%	-16.4
Cc1ccc(S(=O)(=O)NCCC(=O)NCc2cccnc2)cc1	-7.1%	3.0
Cc1cccc(NS(=O)(=O)c2cc(C(=O)N3CCN(C)CC3)ccc2C)c1	?	/
Cc1ccc(OCC(=O)Nc2cc(NC(=O)COc3ccc(C)c(C)c3)cc(C(=O)O)c2)cc1C	4.9%	-1.6
Cc1noc(C)c1-c1nnc(-c2ccc(OC(F)(F)F)cc2)o1	?	/
O=C(OCC(=O)N1c2ccccc2Sc2ccccc21)c1ccc[n+]([O-])c1	?	/
Cc1c(C(=O)NN2CCOCC2)oc2ccccc12	10.0%[9.22 µM]	-14.1
COc1ccc(COc2cccc3ccc(C)nc23)cc1F	?	/
Cc1c(NC(=O)c2cc(-c3cccc(Cl)c3)on2)c(=O)n(-c2ccccc2)n1C	?	/
COc1ccc(S(=O)(=O)N2CCC(O)(c3ccc4c(c3)OCO4)CC2)cc1	?	/
COc1ccc(C(=O)NCc2nnc(SCC(=O)N3CCCCCC3)o2)cc1OC	?	/
Cc1cccc(C(=O)N/N=C/c2ccccn2)c1	12.2%	2.7
O=C(O)CCN1C(=O)C2C3c4ccccc4C(c4ccccc43)C2C1=O (stereo not given)	?	/
CCCc1[nH]n(-c2nc3ccccc3s2)c(=O)c1C=NCCCOC	?	/
COc1ccc(N2CCN(c3ncnc4scc(-c5ccc(C)cc5)c34)CC2)cc1	-10.4%	-2.0

Five structures from above, ordered by formula weight, rising:
SMILES	S3 lipid droplet	S3 lipid droplet cell count max
Cc1cccc(C(=O)N/N=C/c2ccccn2)c1	12.2%	2.7
Cc1ccc(/C=N/Nc2ccc(F)cc2F)s1	5.2%	4.7
Cn1c(-c2ccccc2)cnc1SCC(=O)N1CCCCC1	1.3%	3.7
COc1ccc(S(=O)(=O)N2CCC(O)(c3ccc4c(c3)OCO4)CC2)cc1	?	/
COC(=O)C1(S(=O)(=O)c2cc(Br)cc3c2N(C(C)=O)CC3)CC1	-6.9%	-2.2

Later entries
SMILES	S3 lipid droplet	S3 lipid droplet cell count max
O=C1N(CCCCN2C(=O)C3(OCCO3)c3ccccc32)c2ccccc2C12OCCO2	?	/
CCOC(=O)CSc1nc2ccccc2c(=O)n1CC1CCCC1	6.7%	2.9
CC(C)NS(=O)(=O)c1ccc(OCC(=O)NCc2ccc3c(c2)OCO3)c(Cl)c1	?	/
Cc1cc(NC(=O)CS(=O)(=O)c2ccc(Cl)cc2)no1	?	/
Cc1cc(C)c(C)c(S(=O)(=O)N2CCC(C(=O)NCc3ccco3)CC2)c1C	i	-11.3
O=C(N=NC(=O)c1ccc2c(O)n(C3CCCCC3)c(O)c2c1)c1cccnc1	-6.4%	-11.7
O=C(O)c1c(C(=O)O)c(-c2ccc(Br)cc2)n2c1CSC2	?	/
O=c1c2cn(Cc3ccc(F)cc3)c3ccc(F)cc3c-2nn1Cc1ccc(F)cc1	i	/
CC(NC(=O)C1CCC1)c1ccc(Br)cc1 (stereo not given)	?	/
CCc1ccc2[nH]c(=O)c(CN(Cc3ccc4c(c3)OCO4)Cc3nnnn3C3CCCC3)cc2c1	i	/
CCN(C(=O)COC(=O)c1cncc(Br)c1)C1CCS(=O)(=O)C1 (stereo not given)	-6.9%	-3.2
Cc1ccc(C)c(N2CCN(S(=O)(=O)c3cc4c(cc3C)NC(=O)CO4)CC2)c1	?	/
O=C(O)CCN1/C(=C/C=Nc2ccccc2)Oc2ccccc21	?	/
O=C(Nc1ccc(F)cc1)c1nsc(Cl)c1Cl	?	/
CCc1ccccc1OCC(=O)Nc1cc(S(=O)(=O)N(CC)CC)ccc1N1CCOCC1	?	/
COc1ccc(NC(=O)c2ccc(NC(=O)CSc3nc(N)cc(=O)[nH]3)cc2)cc1	1.4%	-16.5
O=c1cc(CSc2nc3ccccc3c(=O)[nH]2)c2ccc(O)cc2o1	12.5%	-0.4
C=CC(=O)NC1CC2CCC1(C)C2(C)C (stereo not given)	?	/
CCN(C(=O)COC(=O)c1cccnc1SC)c1c(N)n(Cc2ccccc2)c(=O)[nH]c1=O	?	/
CCOC(=O)N=S(N)(=O)c1ccccc1 (stereo not given)	14.6µM*	-1.1*
CC1Sc2ccc(S(=O)(=O)CCC(=O)N3CCCCC3)cc2NC1=O (stereo not given)	-1.0%	21.1
O=C(NC1CC1)C1CCN(S(=O)(=O)c2ccc(Cl)cc2)CC1	?	/
COc1cccc(-n2nnnc2SCC(=O)Nc2ccccc2OC)c1	?	/
Cc1cccc(NC(=O)COc2coc(CN3CCN(Cc4ccccc4)CC3)cc2=O)c1	58.9%	-2.2
c1csc(-c2nn3c(C4COc5ccccc5O4)nnc3s2)c1 (stereo not given)	?	/
Cc1ccccc1OCC(=O)NCC(=O)N/N=C/c1ccc(Br)o1	1.4%	9.8
COc1ccc(CCN2C(=O)CS/C2=N\NC(=O)c2cccs2)cc1OC	23.6%	15.3
CCCC(=O)Nc1ccc2c(c1)nc(CN1CCCCC1)n2C	?	/
Cc1ccsc1C(=O)Nc1n[nH]c(C(F)(F)F)n1	12.7%	0.8
CCSc1nnc(NC(=O)C2CCCCC2C(=O)OCC(F)(F)C(F)F)s1 (stereo not given)	?	/

Ordered by the number under S3 lipid droplet cell count max (high to low): some entries from above.
| Molecule | S3 lipid droplet cell count max |
| --- | --- |
| COc1ccc(CCN2C(=O)CS/C2=N\NC(=O)c2cccs2)cc1OC | 15.3 |
| Cc1ccc(/C=N/Nc2ccc(F)cc2F)s1 | 4.7 |
| Cc1ccc(S(=O)(=O)NCCC(=O)NCc2cccnc2)cc1 | 3.0 |
| Cc1ccc(OCC(=O)Nc2cc(NC(=O)COc3ccc(C)c(C)c3)cc(C(=O)O)c2)cc1C | -1.6 |
| CCN(C(=O)COC(=O)c1cncc(Br)c1)C1CCS(=O)(=O)C1 (stereo not given) | -3.2 |
| Nn1c(SCc2cccc(C(F)(F)F)c2)nnc1-c1ccco1 | -20.1 |

(next part)
SMILES	S3 lipid droplet	S3 lipid droplet cell count max
COc1ccccc1CNC(=O)C1CCN(S(=O)(=O)c2ccc(-n3cnnn3)cc2)CC1	i	7.0
CC(=O)N1N=C(c2ccccc2O)CC1c1cccs1 (stereo not given)	-11.6%	-1.1
COc1cccc(-c2cc(C(=O)NCCN3CCOCC3)no2)c1	13.0%	25.9
S=C(Nc1ccccc1)N1CCN(C(=S)c2ccccc2)CC1	?	/
COc1ccc(Br)cc1C(=O)Nc1nnn(C)n1	i	4.8
CC1Cc2ccccc2N1C(=O)C1CCN(S(=O)(=O)Cc2ccccc2)CC1 (stereo not given)	?	/
CC(=O)OC1OCCOC1NC(=S)Nc1ccc(C)cc1 (stereo not given)	?	/
CCOC(=O)CSc1nc2sc(C(=O)O)c(C)c2c(=O)[nH]1	?	/
CC1CCC(NC(=O)c2ccc(COc3ccccc3)o2)CC1 (stereo not given)	-9.8%	-12.2
COc1cccc(NC(=O)CCS(=O)(=O)c2cc3c(cc2Cl)NC(=O)CO3)c1	?	/
COc1ccc(C(=O)c2sc3nc(C)cc(-c4cccs4)c3c2N)cc1	?	/
CC1CCN(S(=O)(=O)c2ccc(NC(=O)CN3CCN(c4ccccc4)CC3)cc2)CC1	-27.9%	/
CC(NCc1ccccc1Cl)C(=O)Nc1ccc(C#N)cc1 (stereo not given)	0.0%	7.2
CCCN1CCN(C(=O)C(NC(=O)c2ccco2)C(C)C)CC1 (stereo not given)	9.8%	28.2
O=C(OCC(=O)N(Cc1ccccc1)Cc1ccccc1)c1ccccc1NCCO	i[0.0737 µM]	19.9
c1ccc(Cn2nnc3c(NCC4CCCO4)ncnc32)cc1 (stereo not given)	?	/
COCCCNc1oc(-c2cccs2)nc1S(=O)(=O)c1ccc(C)cc1	?	/
CCc1ccccc1N(CC(=O)N1CCN(c2ccccc2)CC1)S(C)(=O)=O	?	/
O=CNCC(=O)NCCc1ccc(Cl)cc1	2.2%	-0.5
O=C(CCC(=O)Nc1ccccc1Cl)N/N=C/c1c[nH]c2ccccc12	?	/
CC(=O)N(C(C)=O)n1c(C)nc2sc3c(c2c1=O)CCCC3	4.0%	1.7
CC1=C(C(=O)OCC2CCCO2)C(c2coc3ccc(Cl)cc3c2=O)C2=C(CCCC2=O)N1 (stereo not given)	0.5%	5.0
CC(C)(C)SCCNC(=O)c1cccc([N+](=O)[O-])c1	?	/
COc1ccc(N)c2c1C(=O)c1ccccc1C2=O	?	/
O=C(c1ccc(Cl)c(S(=O)(=O)N2CCCCCC2)c1)N1CCN(c2ccccn2)CC1	?	/
Cc1ccc(OCC(=O)n2nc(C)cc2C)c(C)c1	?	/
CSc1nc(-c2ccco2)nn1C(=O)c1ccccc1Cl	-21.1%	/
Cc1cccc(C(=O)NC(=S)N2CCN(C)CC2)c1	?	/
Cc1nn(CC(=O)O)c2ccccc12	?	/
CCOCC(=O)Nc1nc(C)cc(C)n1	-0.5%	9.1
Cc1ccccc1/C=N\NC(=O)c1ccccc1-n1cccc1	-14.8%	13.6
O=C(CN1CCN(c2ccc(O)cc2)CC1)NC(c1ccccc1)c1ccccc1	8.3%	/
O=C(COC(=O)C1CCN(c2ccc(C(F)(F)F)cn2)CC1)c1ccccc1Cl	?	/
OCCCNCc1ccc(Cl)cc1Cl	-0.5%	22.4
Cc1ccn2c(c1)nc(=S)n2C(=O)c1ccccc1	25.6%	19.6
CC(C)N1C(=O)C(=O)N(CC(=O)N2c3ccccc3NC(=O)CC2C)C1=O (stereo not given)	10.5%	-4.9
COc1cccc(/C=C/C(=O)OCC(=O)c2cc(C)n(CC3CCCO3)c2C)c1OC (stereo not given)	4.4%	-9.8
CCOc1ccc(NC2C=CS(=O)(=O)C2)cc1 (stereo not given)	6.8%	1.0
O=C(CCNC(=O)c1ccc([N+](=O)[O-])cc1)Nc1ccc(S(=O)(=O)N2CCOCC2)cc1	?	/
COc1ccc(C=NCCC2(O)CC(C)N(C)CC2C)cc1 (stereo not given)	-7.6%	-20.4
O=C(Oc1ccc(C(=S)N2CCOCC2)cc1)c1ccc([N+](=O)[O-])cc1	-1.3%	-8.8
NC(=O)NC(=O)CC1S/C(=N/N=C2/NC(=O)CS2)NC1=O (stereo not given)	-33.4%[9.22 µM]	/
CC(C)(C)NC(=O)NC(=O)CSc1nnc2ccccn12	?	/
Cc1cc2ncn(C(=O)N3CCC(C)CC3)c2cc1C	8.4%	-1.9
O=C(Cc1ccccc1F)NCC1(N2CCOCC2)CCCCC1	?	/
N#Cc1cc(Sc2ccccn2)c(Sc2ccccn2)cc1C#N	11.0%	-1.5
COc1cc(C2Nc3ccc4ccccc4c3C3=C2C(=O)CC(C)(C)C3)ccc1OC(C)C(=O)O (stereo not given)	i	22.5
CC(=O)c1cccc(NC(=O)/C=C/c2ccc([N+](=O)[O-])s2)c1	-0.3%	-6.6
Cc1cc(OCC(=O)N(C)c2ccccc2)cc2c1C(=O)CC(C)(C)O2	8.7%	-3.3
CCn1c(CNC(=O)c2ccccc2F)nnc1SCCOc1ccccc1	?	/
Cc1ccc(S(=O)(=O)CCC(=O)OCC(=O)c2c(N)n(CC(C)C)c(=O)n(C)c2=O)cc1	?	/

No new results follow: 2 of the compounds above.
SMILES	S3 lipid droplet	S3 lipid droplet cell count max
O=C(CN1C(=O)C2CC=CCC2C1=O)Nc1ccc(F)cc1F (stereo not given)	?	/
COc1ccc(OC)c(C(=O)CSc2nc3c(c(=O)n(C)c(=O)n3C)n2C(C)C)c1	?	/

Screens (PubChem)
